Assay outcomes deposited in PubChem by several laboratories.
BoNT-F LC inh = inhibitors of Botulinum neurotoxin F light chain protease; 360,000 tested, 0.22% active; Multiplex microsphere protease cleavage assay, flow cytometry; inhibition, % at 10 µM; in the data active = inhibition above about 35%, passing the limit was not always enough; inconclusive = no clear call, values can overlap the other calls; also: plate controls were buffer without enzyme for full effect and enzyme alone for no effect
Yp Topo-I inh = Y. pestis Topo-I inhibition via cleavage products | 360,000 tested, 0.064% active | Y. pestis Topo-I cleavage product accumulation, plate reader | activity, % at 10 µM; in the data active = activity above about 50%, passing the limit was not always enough; inconclusive = no clear call, values can overlap the other calls; also: inactives centre near 2
CCHF vOTU inh = CCHFV vOTU protease inhibition | Pep-AMC fluorescence | inhibition, % at 11.5 µM | 370,000 tested, 0.55% active; in the data active = inhibition above about 30%; also: 0% = vehicle wells with enzyme and 100% = no enzyme wells
BoNT-A LC inh2 = BoNT A light chain protease inhibition | multiplex microsphere protease substrate cleavage, flow cytometry | inhibition, % at 10 µM | 360,000 tested, 0.17% active | AID 588499; also: plate controls were buffer without enzyme for full effect and enzyme alone for no effect
Anthrax LF inh2 = inhibitors of Bacillus anthracis lethal factor protease. P15917. multiplex microsphere protease cleavage assay, LF. inhibition, % at 10 µM. 360,000 tested, 0.12% active. AID 588501; also: plate controls were buffer without enzyme for full effect and enzyme alone for no effect
Target sequence (P15917 whole entry, looked up): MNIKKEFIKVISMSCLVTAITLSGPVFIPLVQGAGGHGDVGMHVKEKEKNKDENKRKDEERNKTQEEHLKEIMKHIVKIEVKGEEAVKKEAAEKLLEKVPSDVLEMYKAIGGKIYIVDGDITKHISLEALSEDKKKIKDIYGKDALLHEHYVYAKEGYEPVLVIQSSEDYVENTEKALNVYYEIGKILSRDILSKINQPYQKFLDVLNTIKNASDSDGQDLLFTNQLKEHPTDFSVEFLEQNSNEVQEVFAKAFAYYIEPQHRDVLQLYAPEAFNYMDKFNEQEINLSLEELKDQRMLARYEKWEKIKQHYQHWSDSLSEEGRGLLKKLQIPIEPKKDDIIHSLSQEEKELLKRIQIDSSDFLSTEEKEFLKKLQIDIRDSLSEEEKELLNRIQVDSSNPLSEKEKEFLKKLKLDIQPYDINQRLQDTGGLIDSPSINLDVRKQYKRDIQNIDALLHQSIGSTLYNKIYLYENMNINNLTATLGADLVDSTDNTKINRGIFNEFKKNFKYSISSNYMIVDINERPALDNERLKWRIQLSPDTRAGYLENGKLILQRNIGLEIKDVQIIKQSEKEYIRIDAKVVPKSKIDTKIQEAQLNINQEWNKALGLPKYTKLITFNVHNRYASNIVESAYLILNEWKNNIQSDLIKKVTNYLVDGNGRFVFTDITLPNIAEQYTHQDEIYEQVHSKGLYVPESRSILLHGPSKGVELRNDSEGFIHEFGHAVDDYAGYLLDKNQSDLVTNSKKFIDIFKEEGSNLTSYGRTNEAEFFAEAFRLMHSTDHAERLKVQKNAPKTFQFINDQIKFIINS
PfHsp40 rescue = compounds rescuing yeast from Plasmodium falciparum HSP40 toxicity. AID 504582. growth rescue, % at 12.5 µM. S. cerevisiae expressing PfHsp40, growth rescue, ATP luminescence. 340,000 tested, 0.68% active; in the data active = growth rescue above about 28%, passing the limit was not always enough; inconclusive = no clear call, values can overlap the other calls;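 also: yeast W303a lacking pdr1 and pdr3 grown in galactose medium; growth measured after three days at 30 °C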
PrPC surface inh = cell surface PrPC inhibition, primary TR-FRET screen. inhibition, % at 13.8 µM. TR-FRET read-out. AID 720596. 370,000 tested, 0.43% active. P04156; in the data active = inhibition above about 24%; also: 0% = median of the test wells and 100% = reference compound wells
FadD28 binding = inhibitors of Mycobacterium tuberculosis FadD28 bisubstrate binding | inhibition, % at 12.5 µM | FadD28 bisubstrate probe binding, fluorescence polarization | 360,000 tested, 0.22% active; in the data active = inhibition above about 8.5%, passing the limit was not always enough; inconclusive = no clear call, values can overlap the other calls
TcdB GH inh = TcdB glycohydrolase inhibition; P18177; TcdB glycohydrolase enzymatic assay, plate reader; inhibition, % at 9.99 µM; 350,000 tested, 0.24% active; AID 652162; in the data active = inhibition above about 10%
Starred values were filed as active, the others as inactive; ? = inconclusive; . = not tested or not shown. Rule as the data show it, unless noted: active = inhibition above about 30%; inconclusive = no clear call, values can overlap the other calls; inactive = below that.

SMILES | BoNT-F LC inh | Yp Topo-I inh | CCHF vOTU inh | BoNT-A LC inh2 | Anthrax LF inh2 | PfHsp40 rescue | PrPC surface inh | FadD28 binding | TcdB GH inh
O=C1CC(NCc2ccc3c(c2)OCO3)C(=O)N1Cc1ccc2c(c1)OCO2 (stereo not given) | -26 | 17 | 13 | -2.2 | -2 | 1.4 | -4 | -0.5 | .
Cc1cc(OCc2cn(CC(=O)c3ccc(O)cc3)nn2)ccc1[N+](=O)[O-] | -6 | -4 | 6 | -0.2 | -8 | 0.0 | 13 | -0.2 | 1.7
COc1ccc(OC)c(NC(=O)C(=O)c2cn(CC(=O)N3CCCC3)c3ccccc23)c1 | 0 | 31 | 0 | -0.1 | -4 | -0.6 | -8 | -2.7 | 2.3
CCOc1ccc(N2C(=O)CC(N3CCN(c4ccc([N+](=O)[O-])cc4)CC3)C2=O)cc1 (stereo not given) | ? | -7 | 6 | -1.3 | -19 | -1.4 | -8 | -3.4 | -1.5
Cc1ccc(CN2CCN(c3ccccc3Cl)CC2)o1 | -9 | -5 | -6 | 3.3 | 5 | 0.6 | -1 | -1.0 | 0.4
CCOc1ccc(NC(=O)CN(C)CC(=O)Nc2ccc(Br)cc2F)cc1OCC | -7 | -1 | 15 | 1.1 | -5 | 1.2 | -1 | -0.2 | 1.4
CC[C@]12c3[nH]c4cc(-c5ccco5)ccc4c3CCN1C(=O)[C@@H](CC(=O)NCCC1=CCCCC1)C[C@@H]2C(=O)N1CCN(C(=O)c2ccco2)CC1 | -2 | -4 | . | -0.4 | -2 | 1.4 | . | -0.7 | .
COc1ccccc1CNC(=O)C1CCN(S(=O)(=O)c2cccc3nonc23)CC1 | -17 | 1 | 2 | 1.1 | 6 | 0.0 | -30 | 0.5 | 0.0
COC(=O)c1cc(CNC(=O)c2cccc(Cl)c2)ccc1OC | -14 | -2 | 8 | -0.7 | -2 | -0.5 | 1 | -0.8 | -0.9
COc1ccc(S(=O)(=O)NCC(=O)N(CC(=O)NCC2CCCO2)c2c(C)cccc2C)cc1 (stereo not given) | -2 | 8 | 9 | 0.3 | 1 | 0.3 | 2 | -1.9 | .
CN(C(=O)c1cccc(NC(=O)Cc2cccc(NC(=O)C3CCCN(C(=O)C4CCCC4)C3)c2)c1)C1CCC1 (stereo not given) | -4 | 7 | 8 | -0.4 | -9 | -0.9 | 10 | -1.0 | -7.4
Cc1ccc(CCNC(=O)C2CCN(S(=O)(=O)c3cccc4cccnc34)CC2)cc1 | -8 | 22 | 8 | -0.2 | -1 | -0.8 | 6 | -3.8 | 1.3
O=S(=O)(NCC1(N2CCOCC2)CCCCC1)c1ccc(F)c(F)c1F | -5 | -1 | -3 | -1.5 | 3 | 0.1 | -7 | -1.0 | 3.9
CC(=O)n1c(=O)oc2ccccc21 | -3 | -7 | 12 | 0.2 | 2 | -0.2 | 1 | 0.2 | -0.6
Cc1ccc(C(=O)OCC(=O)N2C(C)CCCC2C)s1 (stereo not given) | -7 | 0 | 2 | -0.8 | -16 | -1.1 | 2 | -0.1 | 0.9
O=C1NCC(Nc2ccccc2Cl)C(=O)N1 (stereo not given) | -1 | 4 | -8 | 0.1 | 3 | 0.2 | 1 | -0.6 | 1.2
Cc1ccc(NC(=S)NC2CCCC2)c(C)c1 | ? | -4 | 0 | -4.3 | -8 | -0.6 | 3 | 0.1 | 1.4
CCCCc1nc2sc3c(=O)[nH]c(=S)[nH]c3c2c2c1CCC2 | 0 | 6 | -6 | -1.2 | -2 | -1.2 | -3 | -3.0 | -0.4
O=C(CN1CCN(c2cccc(Cl)c2)CC1)c1ccc(O)cc1O | -2 | 4 | 18 | 0.4 | 2 | -0.9 | 5 | 0.5 | -0.7
CN(NS(=O)(=O)c1ccc(Cl)cc1)c1nc(C(F)(F)F)nc2ccccc12 | -4 | -3 | 12 | -1.2 | -1 | -0.2 | 6 | -1.6 | -0.7
COc1cc2nc(CN3CCN(S(=O)(=O)c4cc(C)ccc4C)CC3)[nH]c(=O)c2cc1OC | -11 | 19 | -8 | 0.9 | -4 | 1.4 | 11 | 1.1 | -1.6
O=C(CSc1ccc(Cl)cc1)Nc1ccc(C2SCCS2)cc1 | ? | 4 | 3 | ? | -11 | -1.1 | 9 | -0.2 | 0.6
COc1ccc(-c2c(C)c3ccc(O)cc3oc2=O)cc1OC | 9 | -1 | -263 | 0.5 | 0 | -0.1 | -2 | -4.0 | 1.3
O=C(Nc1ccc(N2CCOCC2)c(S(=O)(=O)Nc2ccc(Cl)cc2)c1)c1ccc(=O)[nH]n1 | -2 | -4 | 4 | -0.9 | -5 | 0.5 | -8 | -6.2 | 3.2
Cc1nc(SCC(=O)N2CCCCC2)c2c(C)c(C)sc2n1 | 12 | 26 | 5 | -2.0 | -14 | -0.1 | 1 | . | 0.6
COc1cc(-c2cc(NC=O)c3ncc(-c4ccccc4)n3c2)cc(OC)c1OC | -4 | 32 | 9 | 0.0 | -5 | . | -1 | -5.6 | 0.0
Cc1ccc(CN2C(=O)CC(Nc3ccc(N4CCOCC4)cc3)C2=O)cc1 (stereo not given) | ? | -7 | 3 | 2.4 | -17 | 1.3 | -9 | -1.2 | 1.5
c1ccc(OCCCn2nnc(-c3ccc(N4CCOCC4)cc3)n2)cc1 | -9 | 8 | 1 | -0.9 | -3 | -1.6 | -5 | -0.8 | 0.9
CCOC(=O)N1CCc2c(sc(NC(=O)c3ccc(S(=O)(=O)N4CCCC4)cc3)c2C#N)C1 | -15 | 14 | 20 | -0.2 | 0 | -1.3 | 5 | 3.9 | 0.2
Cc1[nH]c2ccc3c(ncn3CCC#N)c2c1C | -2 | -6 | -5 | 1.5 | 1 | 1.1 | 0 | -0.2 | .
Cc1ccc(NC(=O)CSc2nnc(C)n2-c2ccccc2)cc1 | ? | 0 | -2 | 0.8 | -2 | 2.2 | 2 | -0.4 | .
COc1ccc(C(=S)N2CCN(S(=O)(=O)c3ccccc3)CC2)cc1 | 0 | 14 | -7 | -2.2 | -1 | -1.2 | 14 | -3.7 | -1.4
Cc1cc(C)cc(N(C(C)C(=O)N2CCCC2)S(C)(=O)=O)c1 (stereo not given) | ? | -11 | 2 | -5.3 | -5 | -0.8 | -9 | -0.4 | 1.4
COc1cc(/C=C2/CC/C(=C/c3ccc(O)c(OC)c3)C2=O)ccc1O | -20 | -11 | 21 | 14 | -5 | -0.3 | -18 | -0.8 | -0.6
Cc1cc(C)nc(SCC(=O)c2ccc(Cl)cc2)n1 | -3 | 13 | -7 | -3.5 | -7 | -1.3 | 2 | -0.7 | -0.4
COc1cc(OC)c(C(=O)OCC(=O)c2ccc3c(c2)NC(=O)CO3)cc1OC | 10 | 7 | 6 | -2.9 | -1 | 1.1 | 2 | -3.3 | 0.8
CC(Sc1nc(-c2ccc(F)cc2)cs1)C(=O)N1c2ccccc2CC1C (stereo not given) | -3 | 30 | 2 | 0.5 | 1 | 7.8 | 2 | -5.3 | 1.4
COc1ccc(OC)c(NC(=O)CSc2nnc(-c3ccco3)o2)c1 | 0 | 7 | -6 | -0.9 | -2 | -0.9 | -3 | 1.0 | 1.3
Cc1cccc(N(C(=O)c2nsc(Cl)c2Cl)C(C(=O)NC2CCCC2)c2ccc(O)cc2)c1 (stereo not given) | 1 | -3 | 10 | 0.1 | 0 | 1.8 | 0 | -3.5 | .
O=C(COC(=O)Cc1ccsc1)NCC1CCCCC1 | -3 | 9 | 6 | -0.5 | 0 | 0.7 | -2 | -4.6 | .

Sorted by count of non-hydrogen atoms (rising): 4 of the compounds above.
SMILES | BoNT-F LC inh | Yp Topo-I inh | CCHF vOTU inh | BoNT-A LC inh2 | Anthrax LF inh2 | PfHsp40 rescue | PrPC surface inh | FadD28 binding | TcdB GH inh
O=C(COC(=O)Cc1ccsc1)NCC1CCCCC1 | -3 | 9 | 6 | -0.5 | 0 | 0.7 | -2 | -4.6 | .
COc1ccc(-c2c(C)c3ccc(O)cc3oc2=O)cc1OC | 9 | -1 | -263 | 0.5 | 0 | -0.1 | -2 | -4.0 | 1.3
Cc1ccc(NC(=O)CSc2nnc(C)n2-c2ccccc2)cc1 | ? | 0 | -2 | 0.8 | -2 | 2.2 | 2 | -0.4 | .
c1ccc(OCCCn2nnc(-c3ccc(N4CCOCC4)cc3)n2)cc1 | -9 | 8 | 1 | -0.9 | -3 | -1.6 | -5 | -0.8 | 0.9

Other entries.
SMILES | BoNT-F LC inh | Yp Topo-I inh | CCHF vOTU inh | BoNT-A LC inh2 | Anthrax LF inh2 | PfHsp40 rescue | PrPC surface inh | FadD28 binding | TcdB GH inh
Cc1cc(SCC(=O)NC2CCCC2)nc2ccccc12 | 7 | -1 | 16 | 0.1 | -4 | 0.4 | 28* | -0.1 | -0.9
Cc1nc2ccc(NS(=O)(=O)c3ccc4c(c3)OCCO4)cc2s1 | 4 | -10 | 10 | -0.1 | -6 | -0.5 | 13 | -2.2 | .
Cc1cccc(NC(=O)CCn2ccnc2C)c1 | 5 | -5 | 5 | 0.4 | -2 | -1.7 | 5 | 0.0 | .
COc1cccc(CN(C)CC(=O)NCc2ccc(C)cc2)c1 | -10 | 11 | -7 | 0.3 | 1 | 0.9 | -2 | -1.4 | -0.4
CCc1ccc(NC(=O)CC2NCCNC2=O)cc1 (stereo not given) | -3 | -4 | . | 0.4 | 0 | 0.5 | . | 0.0 | 0.7
O=C(NCCc1cccnc1)C1CCC(=O)N(Cc2cccc(C(F)(F)F)c2)C1 (stereo not given) | 8 | -2 | 6 | 1.4 | -3 | -0.5 | 1 | 2.4 | 0.5
COC(=O)C1C2CCC(C2)C1C(=O)OCC(=O)c1ccc(C)cc1 (stereo not given) | 3 | 5 | 0 | 2.3 | 1 | -0.1 | -2 | -2.0 | .
COc1ccc(CN2CCN(C(=O)c3ccc(F)cc3)CC2)c(OC)c1 | -5 | 2 | 10 | -4.9 | -8 | 1.6 | -1 | 1.4 | 1.7
N#Cc1nc(COc2ccc(Br)cc2)oc1NCCCn1ccnc1 | 4 | -10 | 12 | -0.7 | -4 | -0.5 | -4 | -1.6 | .
C=CCn1c(SCC(=O)/C(C#N)=C(\C)N)nnc1C1CCCCC1 | 17 | 2 | 3 | 1.0 | -4 | -0.6 | -5 | -0.6 | .
O=C(CCc1nnc(Cc2ccc3c(c2)OCO3)o1)NC(c1ccccn1)C(F)(F)F (stereo not given) | -7 | -4 | -2 | -0.2 | -1 | -0.5 | 0 | -0.4 | 0.4
Cc1cccc(C)c1NC(=S)N(CCN(C)C)Cc1cccs1 | 3 | 0 | -1 | 0.4 | -4 | 0.8 | 7 | -0.3 | -3.2
O=C(Nc1ccc2c(c1)OCO2)Oc1ccccc1 | -12 | 1 | -10 | 0.8 | -3 | -1.8 | 2 | -1.6 | .
CC(=O)c1ccc(S(=O)(=O)N2CCC3(CC2)CC(=O)c2ccccc2O3)cc1 | -1 | -9 | 19 | 2.4 | 7 | 0.9 | 3 | -0.8 | 1.2
CC[C@@]1(C(=O)OC)N[C@H](CN(C)S(=O)(=O)c2ccc(-c3ccccc3)cc2)[C@@H]2C(=O)N(C)C(=O)[C@@H]21 | -1 | 20 | 14 | -0.4 | 0 | 1.4 | 3 | -0.3 | -10
c1ccc2c(CN3CCCCCCC3)c[nH]c2c1 | -5 | 5 | -2 | -1.7 | -3 | -0.2 | 6 | -1.7 | .
Cc1ccc(S(=O)(=O)NC(=O)C2(C)CCN2C(=O)C2CC2)cc1 (stereo not given) | -12 | -5 | 4 | -0.6 | -3 | . | -3 | -1.4 | 3.4
O=C(NCc1ccc(F)cc1)c1cc(-c2ccccn2)nc2ccc(S(=O)(=O)N3CCOCC3)cc12 | 7 | 1 | 1 | 0.2 | -4 | . | -4 | -4.1 | 1.1
Cc1cccc(NS(=O)(=O)c2cccc3cccnc23)n1 | -11 | 0 | 4 | -0.7 | -3 | -0.2 | 4 | -0.2 | 1.1
CN/C(=C/[N+](=O)[O-])NCCSCc1ccc(CN(C)C)o1 | -14 | 2 | -2 | -0.2 | -3 | 1.7 | -8 | -0.8 | -0.2
O=C(Cn1cncn1)c1ccccc1 | -6 | 8 | -7 | -1.1 | -4 | -1.3 | 1 | 0.7 | 1.4
CCCCCCn1c(N(CC)CC)nc2c1c(=O)[nH]c(=O)n2C | -4 | 20 | 5 | -0.8 | -4 | 0.2 | 7 | -2.2 | .
